Source: PubChem BioAssay
Lamin A splicing: modulators of lamin A splicing; 200,000 compounds, 0.01% hits; HeLa LMNA splicing GFP/RFP minigene ratio, 48 h; Potency, µM (highest dose often 46.1 µM), inactives show at the top dose ratio change, negative = inhibition, usual class: inhibitors; active = well fitted inhibition curve with a large enough effect in the signal ratio, with a control signal flat, not every such curve was filed as active; inconclusive = small, poorly fitted or top-dose-only effect, or effect the other way, or a change in a side signal; the % refers to the signal ratio; note: % is set by controls: 0 for no effect and ±100 for the full control effect
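S3 HeLa cells stably expressing lamin A-EGFP splicing minigene plus DsRed2, 600 cells/well, 48 h compound exposure at 37C. Laser-scanning cytometry; analysed as GFP (500-530 nm)/RFP (575-640 nm) total intensity ratio; 0.5% DMSO vehicle.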
RECQ1 helicase: blocks DNA unwinding by human RECQ1 | RECQ1 DNA unwinding, red fluorescence kinetic read | Potency, µM (titrated, usually from 57.3 µM), without a hit: at the highest dose activity, negative = inhibition, most hits filed as inhibitors | 240,000 compounds, 0.54% hits | AID 2549;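 note: plate controls were vehicle for no effect and no enzyme for full effect; nearly all actives have a fitted effect of over 30% in size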
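RECQ1T1 50 nM; forked duplex (20 bp + 30-nt ss tails) 200 nM, ATP 2 mM final; pH 8.0, 2 mM MgCl2, 2.5 ug/ml poly(dI-dC); 15 min compound preincubation; discontinuous kinetic read over 2 h at RT.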
TRb SRC2 PPI: disrupts binding of human TR beta to SRC2; P10828; TRbeta-SRC2 peptide binding, fluorescence polarization; receptor liganded with 1 µM T3; Potency, µM (titrated, usually from 106 µM), for the others: at the highest dose activity change, negative = inhibition, usual class: inhibitors; 280,000 compounds, 0.065% hits; AID 1469;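 note: plate controls were bound peptide for no effect and peptide without receptor for full effect; nearly all actives have a fitted effect of over 50% in size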
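Read-out is fluorescence polarization (555 nm excitation, 632 nm emission) of a Texas Red SRC2 coactivator peptide; loss of signal reflects blocked binding to human TRb ligand-binding domain in the presence of 1 uM T3.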
ALDH1A1 block: blocks purified human ALDH1A1 activity. 220,000 compounds, 7.3% hits. P00352. Purified ALDH1A1, NADH fluorescence, propionaldehyde substrate. AID 1030. Potency, µM (series often up to 75.3 µM), inactives show top-dose activity, negative = inhibition, actives largely listed as inhibitors; active = well fitted inhibition curve with a large enough effect, not every such curve was filed as active; inconclusive = small, poorly fitted or top-dose-only effect, or another doubt; inactive = no such curve, though single readings can be large or run the other way;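 note: plate controls were no enzyme wells and a reference inhibitor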
Target sequence (P00352 whole entry, looked up): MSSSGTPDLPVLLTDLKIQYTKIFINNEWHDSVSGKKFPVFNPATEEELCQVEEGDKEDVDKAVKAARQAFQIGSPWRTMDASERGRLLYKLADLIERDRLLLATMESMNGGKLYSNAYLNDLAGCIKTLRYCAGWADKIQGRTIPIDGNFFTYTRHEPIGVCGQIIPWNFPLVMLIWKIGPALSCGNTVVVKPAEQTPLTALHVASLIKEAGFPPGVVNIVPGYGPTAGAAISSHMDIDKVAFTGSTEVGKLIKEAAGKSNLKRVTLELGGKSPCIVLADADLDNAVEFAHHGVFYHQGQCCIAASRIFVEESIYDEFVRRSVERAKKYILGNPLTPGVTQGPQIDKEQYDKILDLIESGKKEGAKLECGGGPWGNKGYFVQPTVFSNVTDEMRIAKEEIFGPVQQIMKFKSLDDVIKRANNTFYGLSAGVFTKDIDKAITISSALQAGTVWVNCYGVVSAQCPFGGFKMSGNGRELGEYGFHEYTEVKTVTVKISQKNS
SMN2 splice up: SMN2 splice variant enhancement; Potency, µM (series often up to 46.1 µM), for the others: at the highest dose activity change, positive = activation, actives largely listed as activators; AID 1458; 210,000 compounds, 2.8% hits; HEK293 SMN2-luciferase splicing reporter, luminescence, 30-36 h; note: % of control where 0% means no effect; nearly all actives have a fitted effect of over 55% in size
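qHTS luciferase splicing reporter: luminescence rises when SMN2 exon 7 is included in transfected HEK293 cells. Compound exposure lasted 30-36 h at 37C, with 4.5 mM final sodium butyrate as control, followed by a ONE-Glo read.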
JMJD2E inh: JMJD2E (human) inhibition; 230,000 compounds, 1.6% hits; JMJD2E catalytic domain, FDH-coupled NADH fluorescence (FDH is formaldehyde dehydrogenase); Potency, µM (top dose mostly 57.1 µM), for the others: at the highest dose activity change, negative = inhibition, usual class: inhibitors; B2RXH2; active = well fitted inhibition curve with a large enough effect, not every such curve was filed as active; inconclusive = small, poorly fitted or top-dose-only effect, or another doubt; inactive = no such curve, though single readings can be large or run the other way;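 note: 0% = wells with enzyme and -100% = buffer wells without enzyme; nearly all actives have a fitted effect of over 50% in size; many of its hits are not listed in these tables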
GoLoco inh red: inhibitors of human Gai1-RGS12 GoLoco interaction (red fluorophore); P63096; Gai1:RGS12 GoLoco peptide FP, rhodamine, 10 min; Potency, µM (doses to about 61.6 µM), inactives show at the top dose activity, negative = inhibition, actives largely listed as inhibitors; 230,000 compounds, 0.44% hits; AID 880; active = well fitted inhibition curve with a large enough effect, not every such curve was filed as active; inactive = no such curve, though single readings can be large or run the other way; note: % is set by controls: 0 for no effect and ±100 for the full control effect; nearly all actives have a fitted effect of over 30% in size; many of its hits are not listed in these tables
Target sequence (P63096 whole entry, looked up): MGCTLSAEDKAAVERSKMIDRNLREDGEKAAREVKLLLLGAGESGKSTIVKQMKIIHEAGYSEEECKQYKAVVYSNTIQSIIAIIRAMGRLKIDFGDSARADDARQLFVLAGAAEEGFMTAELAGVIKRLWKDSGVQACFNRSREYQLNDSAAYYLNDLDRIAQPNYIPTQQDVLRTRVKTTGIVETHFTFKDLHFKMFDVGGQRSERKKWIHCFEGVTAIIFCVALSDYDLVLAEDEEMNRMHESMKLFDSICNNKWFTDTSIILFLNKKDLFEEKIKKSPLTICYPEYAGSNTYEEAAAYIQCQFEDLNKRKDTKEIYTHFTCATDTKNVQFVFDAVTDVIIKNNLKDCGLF
TexasRed fluor: counter-screen for TRb-SRC2 inhibitors: fluorescence interference | TRb/SRC2 Texas Red total fluorescence interference | Potency, µM (titrated, usually from 106 µM), for the others: top-dose fluorescence change, negative = quenching | 280,000 compounds, 0.29% hits; active = well fitted curve in either direction with a large enough effect; inconclusive = small, poorly fitted or top-dose-only effect; note: % is set by controls: 0 for no effect and ±100 for the full control effect
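Human TRb ligand-binding domain at 0.6 uM with 20 nM Texas Red SRC2 peptide in Tris buffer containing 1 uM T3 and 5% DMSO, incubated with compound 5 h at ambient temperature. Total fluorescence (555/632 nm) calculated as parallel + 2 × perpendicular.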
Numbers without * were called inactive; i = inactive; ? = inconclusive; . = not tested or not shown; & = joins results of further samples; [ ] = another dose, or the depositor's remark. Unless noted, calls come from the whole dose curve; as a rule, active = well fitted curve in the direction sought with a large enough effect; inconclusive = small, poorly fitted or top-dose-only effect, or another doubt; inactive = no such curve, though single readings can be large; an effect the other way counts as inactive or inconclusive. Potency is the fitted concentration of half-maximal effect. Some of the compounds tested. The share of hits here may be higher or lower than overall.

Values run as follows: Lamin A splicing, RECQ1 helicase, TRb SRC2 PPI, ALDH1A1 block, SMN2 splice up, JMJD2E inh, GoLoco inh red, TexasRed fluor
- O=C(NCc1ccco1)C1CN(S(=O)(=O)c2ccccc2)CCN1S(=O)(=O)c1ccccc1 (configuration not stated)
 : 6%, -7%, -2%, ?, -17%, 4%, -3%, 0%
- Cc1cccc2cc(C#N)c(SCC(=O)N3CCC(C)CC3)nc12
 : ?, 7%, -4%, ?, -16%, -1%, 24%, 3%
- CN1CCN(CCC2Oc3cc([N+](=O)[O-])ccc3NC2=O)CC1 (configuration not stated)
 : ., -1%, -2%, ?, ., 3%, 4%, -3%
- CCOc1ccccc1NC(=O)CN1C(=O)C(=O)N(Cc2ccco2)C1=O
 : 10%[46 µM], -5%, 9%, 6%, -1%, 4%, 6%, -5%
- CCOC(=O)c1ccc(Nc2c(CC)c(C)nc3ncnn23)cc1
 : ?, -6%, -2%, 3%, -17%, -3%, 14%, -6%
- O=C(NC(=S)Nc1cc(Cl)ccc1N1CCOCC1)c1ccc(-c2cccc(Cl)c2)o1
 : -5%, -10%, -6%, 1%, 1%, -6%, 2%, -1%
- COC(=O)c1nc(-n2nc(C)cc2C)ccc1Cl
 : -1%, -2%, 1%, 2%, ., 3%, 3%, -8%
- CCOC(=O)C1(Cc2cccc(F)c2)CCN(C(=O)Cc2cccnc2)CC1
 : ., i, -2%, 11%, ., 7%, 1%, 8%
- Cc1cc(NC(=O)CSCc2nc(-c3cccc(F)c3)oc2C)no1
 : 7%, -15%, -21%, -1%, -13%, ?, 10%, 3%
- CCN(CC)C(=O)CCC(=O)Nc1ccc(C(=O)OC)cc1
 : ?, -12%, 3%, 5%, -7%, 6%, 11%, 1%
- Cc1ccc(S(=O)(=O)CCC(=O)OCC(=O)NC(N)=O)cc1
 : ., -10%, 5%, 9%, ., -6%, 1%, -3%
- Cc1n[nH]c(=S)n(NC(=O)/C=C/C(=O)Nn2c(=S)[nH]nc(C)c2=O)c1=O
 : 5%[9.22 µM], -20%, -2%, ?, -7%, ?, 17%, -8%
- C1=CN2CCC1C(c1ccccc1)C2 (configuration not stated)
 : 0%, -8%, -7%, 10%, -5%, 3%, -15%, 0%
- Cc1cc2nc(-c3ccc(NC(=O)C(C)C)cc3)oc2cc1C
 : -4%, -3%, -8%, ?, 2.8µM*, ?, 6%, -2%
- O=C(O)c1nn(-c2ccccc2C(F)(F)F)cc1O
 : ., -10%, 10%, ., ., -21%, 8%, -1%
- CCOc1c2ccc(C(=O)NCC34CC5CC(CC(C5)C3)C4)cc2nn1CC
 : 8%, -7%, -15%, ?, -37%[inhibitor], 7%, -14%, -3%
- CSc1ccc(S(=O)(=O)NCc2ccc(C)cc2)cc1
 : 0%, i, -16%, ?, -7%, -5%, -4%, 2%
- C/C(=N/NC(=O)CSc1nc2ccccc2n1C)c1ccncc1
 : ., -2%, 2%, 10µM*, -10%, -9%, 10%, -3%
- Clc1ccc(-c2c[n+](Cc3ccc(Cl)cc3Cl)c3n2CCCCC3)cc1
 : ., 7%, -8%, ., ., 3%, 3%, -3%
- C=CCn1c(SCC(N)=O)nc2scc(-c3ccc(C)o3)c2c1=O
 : ., -4%, 2%, 10µM*, ., -12%, -15%, -9%
- c1ccc(C2[C@H]3CN(CC4CCCCC4)[C@H](c4ccccc4)C34CC2(c2ccccc2)C4)cc1 (some centres not stated)
 : ., i, 7%&-2%, -16%, -10%, -27%&-1%, 41%&24%[activator], 1%&0%
- C=C(C)c1cccc(C(C)(C)NC(=O)N2CCN(c3ccccc3)CC2)c1
 : ., i, 6%, ., ., 4%, 0%, -3%
- COc1cccc(C(=O)/C=C/Nc2ccc(S(=O)(=O)Nc3cccc(C(C)=O)c3)cc2)c1
 : ?, -13%, 4%, ?, -45%[inhibitor], ?, 59%[activator], -2%
- CCOC(=O)C1CCCN(Cc2nc(N)nc(Nc3ccc(Cl)cc3)n2)C1 (configuration not stated)
 : -5%, -1%, -4%, -1%, -20%, -10%, 6%, -1%
- COc1ccc(CN(CCC#N)CCC2(c3ccccc3)CC(C)N(C)CC2C)cc1OC (configuration not stated)
 : ., 0%, -7%, ., ., 5%, 2%, 1%
- O=C1c2cccc3cccc(c23)C(=O)N1OS(=O)(=O)c1ccccc1
 : -9%, -1%, -1%, ?, 4%, ?, 4%, -8%
- COC(=O)c1cc(NC(=O)/C=C/c2ccc3c(c2)OCO3)cc(C(=O)OC)c1
 : 11%, -5%, -10%, ?, ?, ?, 12%, -2%
- CCOC(=O)c1cc2c(s1)-c1c(C)cccc1OC2
 : 2%, -14%, 8%, ?, 0%, ?, 1%, 1%
- O=C1c2ccccc2C(=O)c2c1ccc(O)c2O
 : ?, ?, -16%&-7%, ?, -31%[inhibitor], 14µM*, -5%&10%, -10%&-6%
- C/C(=N\NC(=O)C(=O)Nc1c(C)n(C)n(-c2ccccc2)c1=O)c1ccc(Cl)s1
 : ., -5%, 0%, ., ., 6%, 4%, -4%
- Cc1cc(Oc2ccc(-c3ccccc3)cc2)n2ncnc2n1
 : -14%, -1%, -14%, -6%, -12%, 1%, 6%, -3%
- COc1ccc(CCN2C(=O)C(Oc3ccccc3C)C2c2ccc3c(c2)OCO3)cc1OC (configuration not stated)
 : -10%, -9%, 2%, -1%, -24%, -3%, -6%, 0%
- O=C(CNC(=O)c1ccco1)NCC(=O)OCc1ccccc1Br
 : ?, -3%, 9%, ?, 15%, -2%, -16%, 0%
- COc1ccc2c(C)nc(Nc3nc(-c4ccccc4)cc(=O)[nH]3)nc2c1
 : ., -1%, -10%, ., ., 13%, 5%, -2%
- COc1ccc(N2CCC(CNC(=O)Nc3ccccc3)C2)cc1 (configuration not stated)
 : -10%, -4%, 0%, 5µM*, -10%, ?, -13%, -2%
- COc1ccc(-c2noc(-c3cccs3)n2)cc1OC
 : ., -6%, 0%, ., ., 2%, 5%, -1%
- CN1CCN(c2cc(=O)n(C3CCCCC3)c(=O)[nH]2)CC1
 : -1%, i, -6%, 1%, 15%, 12%, -18%, -7%
- CCOc1ccc(NS(=O)(=O)c2ccc3[nH]c(=O)cc(C(=O)O)c3c2)cc1
 : ?, i, 11%, 3%, -12%, -6%, 10%, 0%
- Nc1c(-c2ccccc2)c(CSc2nc3ccccc3[nH]2)nn1-c1ccc(Cl)cc1
 : ?, -8%, 1%[53 µM], -1%, -44%[inhibitor], -3%, 7%, -3%[53 µM]
- Cc1ccc(SCc2cc(=O)n3[nH]cnc3n2)cc1
 : -1%, 10%, 8%, 9%, 14%, -3%, 5%, -2%
- CC(=O)c1cccc(NC(=O)Nc2ccc3c(c2)N(C)C(=O)CS3)c1
 : 23%, -29%, 3%, 8%, -19%, -6%, 9%, 1%
- CCN1C(=O)CC(C(=O)Nc2ccc(F)cc2)SC1=Nc1cccc(OC)c1 (configuration not stated)
 : -30%, -2%, -5%, 10µM*, -26%, -1%, 11%, -4%
- Cn1c(-c2ccccc2)c(C(=O)CC#N)c2ccccc21
 : ?, i, 1%, ?, -41%[inhibitor], -2%, 2%, 0%
- CCOC(=O)C1CCN(C(=O)C2CCCCC2)CC1
 : -1%, -5%, 0%, ?, 26%, 5%, -2%, 0%
- CC(C)CCNC(=O)C(=O)NCc1ccccc1
 : ., -9%, -5%, ., ., 1%, 1%, -7%
- Cc1ccc(-n2[nH]c(C)c(C=NCc3ccncc3)c2=O)cc1
 : ., i, -2%, ., ., 2%, 10%, 5%
- CC1=NNC(=O)C1CCC(=O)N/N=C/c1c(Cl)cccc1Cl (configuration not stated)
 : 3%[46 µM], -2%, -7%, 14%, 8%, 9%, -6%, 0%
- CC(C)OCCCNC(=O)NC12CC3CC(CC(C3)C1)C2
 : -11%, 1%, -4%, -4%, 6%, 4%, -10%, 0%
- COCCNC(=O)c1ccc(-c2csc(C)n2)cc1
 : 16%[9.22 µM], 3%, -9%, -7%, ?, 375%, 6%, 1%
- CC(C)NC(=O)CSCc1cccc(Br)c1
 : 17%, 12%, -3%, 13%, 4%, 4%, -5%, -1%

Next part
Values run as follows: Lamin A splicing, RECQ1 helicase, TRb SRC2 PPI, ALDH1A1 block, SMN2 splice up, JMJD2E inh, GoLoco inh red, TexasRed fluor
- Cc1ccc(NC(=O)CN2C(=O)C3CC=CCC3C2=O)cc1S(=O)(=O)N1CCOCC1 (configuration not stated)
 : -7%[46 µM], -2%, -6%, -5%, 6%, 0%, 6%, -2%
- CCC/C=N/NC(=O)c1cccc(Br)c1
 : 9%[46 µM], i, 2%, 25µM*, -7%, 37%[activator], 9%, 1%
- O=C(CN1C(=O)COc2ccccc21)NCCN1CCC(Cc2ccccc2)CC1
 : 14%, -10%, 1%, 13%, 5%, -6%, -3%, -5%
- CC(OC(=O)c1ccccc1Nc1ccc(SC(F)F)cc1)C(N)=O (configuration not stated)
 : ?, -8%, 4%, -7%, -60%[inhibitor], -20%, 6%, -2%
- CC(=O)Nc1ccc(S(=O)(=O)NC(CC(=O)NC2CCCCC2C)C(C)C)cc1 (configuration not stated)
 : -11%, -6%, -14%, 7%, 0%, 8%, -1%, 2%
- Cn1c(=O)[nH]c(=O)c2c1nc(Br)n2CCSc1nnnn1-c1ccccc1
 : -1%, 1%, -5%, -3%, -5%, -6%, 4%, -2%
- CCN(CC)CCN1C(=O)c2oc3ccccc3c(=O)c2C1c1cccc(Br)c1 (configuration not stated)
 : -3%, -13%, -8%, -14%, -16%, -7%, -2%, -2%
- Cc1cccc(C)c1NC(=O)N1CCCCCCC1
 : ., 0%, 0%, 6%, -26%, 1%, -5%, 1%
